# Source: PubChem (National Center for Advancing Translational Sciences (NCATS))
# USP2a block: qHTS Assay for Inhibitors of Ubiquitin-specific Protease USP2a Using CHOP2 as the Reporter; Ubiquitin carboxyl-terminal hydrolase 2 (Homo sapiens), O75604; Potency, µM (titrated, usually from 38.3 µM), for inactives: at the highest dose activity change, negative = inhibition, hits mostly inhibitors; USP2 core, Ub-CHOP2 coupled fluorogenic reporter, 485/531; 330,000 compounds, 0.01% hits;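 note: potency is the fitted concentration of half-maximal effect; plate controls were DMSO wells for no effect and full inhibition by NEM control for full effect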
# Target sequence (O75604 whole entry, looked up): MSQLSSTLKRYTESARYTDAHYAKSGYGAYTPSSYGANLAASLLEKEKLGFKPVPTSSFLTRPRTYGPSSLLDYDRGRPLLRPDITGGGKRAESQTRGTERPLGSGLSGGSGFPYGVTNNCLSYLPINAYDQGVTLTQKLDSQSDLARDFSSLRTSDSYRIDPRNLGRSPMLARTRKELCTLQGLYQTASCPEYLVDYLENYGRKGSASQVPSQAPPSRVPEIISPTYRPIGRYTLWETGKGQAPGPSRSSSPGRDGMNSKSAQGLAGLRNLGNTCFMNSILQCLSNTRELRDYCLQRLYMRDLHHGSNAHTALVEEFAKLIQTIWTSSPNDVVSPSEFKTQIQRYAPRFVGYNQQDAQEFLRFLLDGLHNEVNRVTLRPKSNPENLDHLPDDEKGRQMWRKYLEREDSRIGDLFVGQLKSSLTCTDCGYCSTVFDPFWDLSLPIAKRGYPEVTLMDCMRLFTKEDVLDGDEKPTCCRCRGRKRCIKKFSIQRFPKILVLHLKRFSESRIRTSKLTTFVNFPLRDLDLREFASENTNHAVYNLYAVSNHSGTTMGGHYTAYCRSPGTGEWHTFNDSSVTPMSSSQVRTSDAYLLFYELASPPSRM
#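 Cell-free coupled assay: 10nM USP2 core preincubated 30min RT with compound in Tris-HCl pH 8.0/CaCl2/CHAPS buffer, then 25nM Ub-CHOP2 and 25nM reporter substrate; fluorescence (Ex 485/Em 531) read after 60min RT, normalized to NEM inhibition, concentration-response curves fitted.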
# TCR activator: Activators of T cell receptors: qHTS campaign; primary human leukocytes, anti-CD3, IL-2 HTRF, 48 h; 330,000 tested, under 10 active; AID 504894, 2011; Potency, µM (series often up to 9.22 µM), for the others: top-dose activation of IL-2 secretion, most hits filed as activators; note: % of control where 0% means no effect
#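 Human primary leukocytes + a-CD3 beads + cpd, 48 hr; IL-2 in supernatant by HTRF (ex 320nm / em 665nm). No co-stimulatory signal supplied.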
# Mito fusion yeast: qHTS Assay for Small Molecule Inhibitors of Mitochondrial Division or Activators of Mitochondrial Fusion. Potency, µM (doses to about 46.1 µM), for inactives: at the top dose growth rescue (activation), actives largely listed as activators. 320,000 compounds, 0.23% hits. S. cerevisiae fusion-defective mutant growth rescue, CellTiterGlo 48 h;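 note: potency is the fitted concentration of half-maximal effect; % of control where 0% means no effect; nearly all actives have a fitted effect of over 45% in size; temperature-sensitive fusion mutants such as fzo1-1 at 37 °C on non-fermentable ethanol glycerol medium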
#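 Read-out: ATP-based luminescence (CellTiterGlo, 10 min ambient) reporting growth of fusion-defective ts yeast after 48 hours at 37C on glycerol/ethanol YPEG medium in the presence of compound.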
# B2AR arrestin: qHTS assay of beta-arrestin-biased ligands of beta2-adrenergic receptor; Potency, µM (titrated, usually from 46.1 µM), without a hit: top-dose activation, most hits filed as activators; beta-arrestin recruitment to beta2AR, cell-based reporter; AID 492947, 2010; 330,000 compounds, 0.02% hits; Beta-2 adrenergic receptor (Homo sapiens), P07550;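 note: potency is the fitted concentration of half-maximal effect; 0% = DMSO controls and full agonism = EC100 isoproterenol or metaproterenol; nearly all actives have a fitted effect of over 65% in size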
# uPA generation: qHTS for Inhibitors of Cell Surface uPA Generation | Potency, µM (titrated, usually from 38.3 µM), without a hit: at the top dose activity change, negative = inhibition, hits mostly inhibitors | 330,000 compounds, 0.31% hits | cell surface uPA generation assay, qHTS; active = well fitted inhibition curve with a large enough effect; inconclusive = small, poorly fitted or top-dose-only effect; inactive = no such curve, though single readings can be large or run the other way; tested in mouse RAW 264.7 cells; note: potency is the fitted concentration of half-maximal effect; % is set by controls: 0 for no effect and ±100 for the full control effect; nearly all actives have a fitted effect of over 55% in size
# Eya2 inh: qHTS Assay for Inhibitors of the Phosphatase Activity of Eya2 | 330,000 compounds, 0.006% hits | Potency, µM (titrated, usually from 76.9 µM), for inactives: top-dose activity, negative = inhibition, usual class: inhibitors | AID 488837, 2010 | recombinant Eya2, OMFP fluorescence dephosphorylation (OMFP is methylfluorescein phosphate); note: potency is the fitted concentration of half-maximal effect; % is set by controls: 0 for no effect and ±100 for the full control effect
#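 Eya2 protein (added as 0.2 uM solution) was preincubated with compound for 10 min at ambient temperature in 50 mM HEPES pH 7.5, 50 mM NaCl, 5 uM MgCl2, 0.05% BSA, 1 mM DTT. OMFP (added at 50 uM) then reacted 10 min; fluorescence read at 485/525 nm.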
# Chronic BCR inh: qHTS Assay to Find Inhibitors of Chronic Active B-Cell Receptor Signaling; ABC-DLBCL IkBa-CBG/CBR reporter, luminescence ratio, 4 h; Potency, µM (series often up to 46.1 µM), without a hit: at the top dose ratio change, negative = lower green/red ratio, most hits filed as inhibitors; 340,000 compounds, 0.05% hits; AID 493014, 2011; active = well fitted inhibition curve with a large enough effect in the signal ratio, with a control signal flat, not every such curve was filed as active; inconclusive = small, poorly fitted or top-dose-only effect, or effect the other way, or a change in a side signal; the % refers to the signal ratio;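 note: potency is the fitted concentration of half-maximal effect; plate controls were basal doxycycline-induced cells for no effect and cells given 10 µM MG132 for full effect; MG132 reads +100%, hits lower the ratio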
#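 Concentration-response series (up to 46 uM) were applied to TMD8 dual-reporter cells for 4 h at 37C with doxycycline. Green/red ratio, after filter-overlap correction, defined %Activity; red signal alone was normalised to basal cells and zero luminescence.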
# TSG101-PTAP inh: qHTS Assay for Iinhibitors of HIV-1 Budding by Blocking the Interaction of PTAP/TSG101; Tumor susceptibility gene 101 protein (Homo sapiens), Q99816; Fluorescence polarization, FITC-PTAP peptide / Tsg101 binding; Potency, µM (series often up to 115 µM), inactives show at the top dose activity change, negative = inhibition, most hits filed as inhibitors; 340,000 tested, under 10 active; AID 493005, 2010; active = well fitted inhibition curve with a large enough effect in the main read-out, with a control signal flat, not every such curve was filed as active; inconclusive = small, poorly fitted or top-dose-only effect, or effect the other way, or a change in a side signal; inactive = no such curve, though single readings can be large or run the other way; note: potency is the fitted concentration of half-maximal effect; % of control where 0% means no effect
#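 FP read-out: FITC-PTAP peptide, 50 nM final, binding Tsg101 binding domain, 10 uM final; 20 min, r.t.; 10 mM HEPES pH 7.5, 0.15 M NaCl, 0.01% Tween 20, 3 mM EDTA, 0.1 mM TCEP.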
# ELG1 repair inh: qHTS screen for small molecules that inhibit ELG1-dependent DNA repair in human embryonic kidney (HEK293T) cells expressing luciferase-tagged ELG1 | HEK293T ELG1-luciferase reporter, luminescence, 16 h; DNA damage induced by 5-fluorouridine | 330,000 compounds, 2.3% hits | Potency, µM (titrated, usually from 46.1 µM), without a hit: at the highest dose activity change, negative = inhibition, hits mostly inhibitors; note: potency is the fitted concentration of half-maximal effect; % is set by controls: 0 for no effect and ±100 for the full control effect; nearly all actives have a fitted effect of over 55% in size
#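 Reporter activity after DNA damage by 5-fluorouridine is monitored. Compound-treated cells incubate 16 hr at 37 °C, then ONE-Glo is added for 30 min before luminescence reading.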
# TSHR antag: Antagonists of the Thyroid Stimulating Hormone Receptor: HTS campaign. TSHR-expressing cells, TSH-stimulated cAMP HTRF, 2 h; stronger effect = lower value. 330,000 compounds, 0.2% hits. activity change, negative = inhibition, % at 11.5 µM. Thyrotropin receptor (Homo sapiens), P16473;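 active = activity change below a set negative limit, meaning inhibition stronger than a set level, cut at about -70% in these data; inconclusive = activity change between two set negative limits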; note: % is set by controls: 0 for no effect and ±100 for the full control effect
#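 Competitive HTRF cAMP read-out (cryptate anti-cAMP antibody, cAMP-d2; 30 min, room temperature) in freshly harvested TSHR cells. Compounds added before TSH at EC80 (4nM final), followed by 2 hours' incubation at 37 deg C.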
# Tb PFK block: qHTS Assay to Find Inhibitors of T. brucei phosphofructokinase | Potency, µM (series often up to 57.5 µM), inactives show top-dose activity, negative = inhibition, actives largely listed as inhibitors | ATP-dependent 6-phosphofructokinase (Trypanosoma brucei brucei), O15648 | AID 485367, 2010 | T. brucei PFK, ADP-Glo luminescence | 330,000 compounds, 0.17% hits;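 note: potency is the fitted concentration of half-maximal effect; 0% = uninhibited 1x PFK enzyme wells and -100% = no-enzyme wells; nearly all actives have a fitted effect of over 60% in size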
# Target sequence (O15648 whole entry, looked up): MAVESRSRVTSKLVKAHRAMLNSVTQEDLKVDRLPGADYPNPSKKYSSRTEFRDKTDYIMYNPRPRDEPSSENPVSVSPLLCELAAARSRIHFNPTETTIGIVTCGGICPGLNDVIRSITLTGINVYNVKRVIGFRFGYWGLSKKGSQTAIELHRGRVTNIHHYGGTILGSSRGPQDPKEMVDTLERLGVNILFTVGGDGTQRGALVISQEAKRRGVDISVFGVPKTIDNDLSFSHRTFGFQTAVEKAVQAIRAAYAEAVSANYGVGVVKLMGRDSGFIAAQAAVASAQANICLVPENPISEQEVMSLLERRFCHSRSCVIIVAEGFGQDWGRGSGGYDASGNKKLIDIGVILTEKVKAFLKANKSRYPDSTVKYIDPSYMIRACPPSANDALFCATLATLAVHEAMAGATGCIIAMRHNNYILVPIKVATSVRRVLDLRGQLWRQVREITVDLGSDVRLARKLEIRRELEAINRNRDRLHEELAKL
#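 In TEA buffer at pH 8.0 with 5 mM MgCl2, enzyme (1.25 nM) converted F6P (0.5 mM) and ATP (0.1 mM) for 45 min at room temperature. ADP product was read by luciferase luminescence.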
# Numbers without * were called inactive; ? = inconclusive; / = no result given; & = joins results of further samples; [ ] = another dose, or the depositor's remark. Unless noted, calls come from the whole dose curve; as a rule, active = well fitted curve in the direction sought with a large enough effect; inconclusive = small, poorly fitted or top-dose-only effect, or another doubt; inactive = no such curve, though single readings can be large; an effect the other way counts as inactive or inconclusive.
Structure	USP2a block	TCR activator	Mito fusion yeast	B2AR arrestin	uPA generation	Eya2 inh	Chronic BCR inh	TSG101-PTAP inh	ELG1 repair inh	TSHR antag	Tb PFK block
COc1ccc(CNC(=O)CN(C(=O)c2csnn2)c2cccc3ccccc23)cc1	1%	1%	9%	0.0%	2%	13%	-1%	-7%	-1%	-10	1%
Cc1noc(C)c1S(=O)(=O)N(C)C[C@H]1Oc2c(NC(=O)Nc3ccccc3)cccc2C(=O)N([C@H](C)CO)C[C@@H]1C	0%	-1%	/	-0.3%	9%	1%	-3%	-6%	12%	1	2%
CC(=O)Nc1cccc(NC(=O)CSc2nc3c(=O)n(C)c(=O)n(C)c3n2C)c1	1%	0%	-6%	-0.2%	2%	-8%	11%	-3%	3%	0	-1%
CCOc1ccc(N2C(=O)S/C(=C\c3cc(OC)c(OC)c(OC)c3)C2=O)cc1	-1%	1%	1%	-0.3%	1%	-1%	7%	3%	-6%	-6	1%
COc1cc(/C=C2\CCn3c2nc2cc(C(=O)O)ccc2c3=O)ccc1OC(F)F	3%	2%	2%	0.4%	0%	14%	5%	-5%	11%	-17	?
c1cncc(-c2cccnc2)c1	0%	-3%	0%	-0.1%	1%	13%	-8%	1%	11%	7	1%
C=CCn1c(=O)c2ccccc2n2c(SCc3c(C(=O)OCC)oc4ccccc34)nnc12	-1%	-7%	11%	0.4%	-1%	-4%	-1%	-15%	-7%	-5	0%
N#Cc1ccc(-c2ccccc2)nc1SCC(=O)c1cccc(Cl)c1	2%	-7%	1%	-0.2%	-1%	-3%	-7%	16%	18%	4	3%
CCCn1nc(C(=O)NCCN2CCOCC2)c2ccccc2c1=O	4%	-3%	-3%	0.2%	2%	36%	3%	-7%	0%	5	12%
O=C(CN1c2ccccc2Sc2ccccc21)NNC(=S)Nc1ccc(Cl)cc1	-2%	0%	28%	-0.7%	-7%	-5%	?	1%	?	-3	3%
O=C(COC(=O)CCN1C(=O)C2CC=CCC2C1=O)NCCc1ccc(F)cc1 (configuration not stated)	0%	/	-19%	0.7%	-6%	-11%	2%	0%	0%	2	-4%
CCC(=O)N1c2ccc(S(=O)(=O)CCC(=O)Nc3nccs3)cc2CC1C (configuration not stated)	3%	2%	1%	0.4%	2%	15%	-4%	-4%	-20%	-15	-1%
CCN1C(=O)C2(SC(NC(C)=O)=NN2C(C)=O)c2cc(C)ccc21 (configuration not stated)	3%	2%	2%	-0.2%	-1%	2%	-1%	-5%	7%	22	-1%
CCOc1cc(NC(=O)C2CC2)c(OCC)cc1NC(=O)c1ccccn1	-1%	1%	2%	0.0%	3%	4%	?	1%	?	-12	5%
COC(=O)/C(=C\Nc1ccc(Oc2ccc(F)cc2F)nc1)NC(=O)c1ccccc1	3%	-2%	-1%	0.6%	0%	-3%	?	0%	8%	7	9%
Cc1ccccc1-c1nc(CN2CCC(C(=O)NCc3ccco3)CC2)c(C)o1	5%	1%	-7%	-0.2%	-4%	13%	-2%	-3%	-3%	-1	11%
CC1CCN(C(=O)c2ccc(S(=O)(=O)N(C)C)cc2)C(C)C1 (configuration not stated)	3%	4%	0%	-0.2%	/	9%	-5%	0%	-1%	3	-4%
CCOc1ccc(N(CC(=O)OC)S(=O)(=O)c2ccc3c(c2)n(C)c(=O)c(=O)n3C)cc1	-1%	-3%	2%	0.2%	0%	9%	-1%&-9%	-4%	12%	12	-3%
O=C(COC(=O)C1CC(=O)N(Cc2ccco2)C1)c1ccc(OC(=O)c2ccccc2)cc1 (configuration not stated)	1%	-1%[46.1 µM]	1%	-0.6%	-2%	-1%	6%	-3%	?	-3	?
CSc1cccc(NC(=O)CN(C)S(=O)(=O)c2ccc(F)cc2)c1	2%	1%	8%	-0.2%	4%	-15%	1%	0%	-1%	0	1%
COc1ccc(-c2cc(C(=O)NCCN3CCOCC3)c3ccccc3n2)cc1	0%	-1%	0%	-0.3%	0%	3%	-1%	-3%	22%	2	2%
O=C(O)c1ccc(Cn2cc(/C=C\[N+](=O)[O-])c3ccccc32)o1	1%	/	3%	-0.1%	-8%	10%	4%	-7%	3%	8	21%
COc1ccc(C(=O)CNc2ccccc2Br)cc1	-1%	-2%	-8%	0.7%	-3%	-12%	?	-2%	?	-9	-5%
O=C1CN(C(=S)Nc2ccc(OC(F)F)cc2)CCN1	1%	-148%	2%	0.2%	3%	-1%	1%	-3%	-8%	12	5%
O=C(CCc1ccc(S(=O)(=O)NCc2ccccc2)cc1)NCc1ccc2c(c1)OCO2	3%	/	1%	-0.1%	/	?	?	-11%	-18%	-6	-2%
CC1(C)OC2C(O1)[C@@H](CO)O[C@H]2n1cnc2c(N)ncnc21 (some centres not stated)	0%	-1%	-1%	-0.1%	1%	-14%	?	-3%	14%	-5	3%
O=C(CSc1ccccn1)Nc1cccc(NC(=O)CSc2ccccn2)n1	4%	1%	3%	-0.1%	-11%	4%	?	-6%	?	19	1%
CCn1cc([N+](=O)[O-])c(C(=O)Nc2ccn(C34CC5CC(CC(C5)C3)C4)n2)n1	-3%	-1%[46.1 µM]	?	-1.1%	0%	-3%	3%	-1%	8%	-4	0%
S=c1[nH]nc(-c2cccnc2)n1/N=C/C=C/c1ccco1	-1%	-6%	0%	-0.2%	10%	4%	-1%	0%	-7%	0	30µM*
O=C1S/C(=C\c2ccccn2)C(=O)N1Cc1ccccc1F	4%	-3%[46.1 µM]	1%	-0.3%	6%	-4%	3%	-1%	15%	-7	1%

# 2 successive entries out of the list so far:
Structure	USP2a block	TCR activator	Mito fusion yeast	B2AR arrestin	uPA generation	Eya2 inh	Chronic BCR inh	TSG101-PTAP inh	ELG1 repair inh	TSHR antag	Tb PFK block
S=c1[nH]nc(-c2cccnc2)n1/N=C/C=C/c1ccco1	-1%	-6%	0%	-0.2%	10%	4%	-1%	0%	-7%	0	30µM*
O=C1S/C(=C\c2ccccn2)C(=O)N1Cc1ccccc1F	4%	-3%[46.1 µM]	1%	-0.3%	6%	-4%	3%	-1%	15%	-7	1%

# (further entries)
Structure	USP2a block	TCR activator	Mito fusion yeast	B2AR arrestin	uPA generation	Eya2 inh	Chronic BCR inh	TSG101-PTAP inh	ELG1 repair inh	TSHR antag	Tb PFK block
COc1ccc(CCNC(=O)C2CCC(=O)N2Cc2ccccc2Cl)cc1OC (configuration not stated)	9%	6%	9%	0.6%	1%	-7%	?	-1%	-4%	1	0%
CCC(C)C(NC(=O)OC(C)(C)C)C(=O)NC(C)C(N)=O (configuration not stated)	2%	-2%	1%	0.0%	8%	-1%	-1%	1%	0%	11	0%
CN(c1ccccc1C(=O)Nc1ccc2c(c1)OCCO2)S(C)(=O)=O	-1%	1%[46.1 µM]	-2%	-0.1%	6%	2%	1%	-2%	4%	3	-4%
O=C(NCCCN=C1NS(=O)(=O)c2ccccc21)c1ccc(S(=O)(=O)N2CCCCC2)cc1	2%	1%	-5%	0.4%	/	-9%	?	-6%	0%	22	-11%
